# cardiac RTF act – cardiac RTF calcium sensitization | 340,000 tested, 0.24% active | IANBD-labeled TnC RTF fluorescence at EC20 calcium; 0% EC20 calcium, 100% full calcium | activation, % at 7.2 µM | AID 493008;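 active = activation above the mean over all tested compounds plus 3 SD, cut at about 30% in these data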;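 note: rise in fluorescence read as greater calcium sensitivity of cardiac thin filaments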
# Rtt109 HAT inh – C. albicans Rtt109 histone acetyltransferase inhibition | Q5AAJ8 | purified Rtt109/Vps75, ThioGlo CoA-SH fluorescence, 4 h | inhibition, % at 34.9 µM | 330,000 tested, 0.16% active;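 active = inhibition of at least 50% in every replicate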
# Target sequence (Q5AAJ8 whole entry, looked up): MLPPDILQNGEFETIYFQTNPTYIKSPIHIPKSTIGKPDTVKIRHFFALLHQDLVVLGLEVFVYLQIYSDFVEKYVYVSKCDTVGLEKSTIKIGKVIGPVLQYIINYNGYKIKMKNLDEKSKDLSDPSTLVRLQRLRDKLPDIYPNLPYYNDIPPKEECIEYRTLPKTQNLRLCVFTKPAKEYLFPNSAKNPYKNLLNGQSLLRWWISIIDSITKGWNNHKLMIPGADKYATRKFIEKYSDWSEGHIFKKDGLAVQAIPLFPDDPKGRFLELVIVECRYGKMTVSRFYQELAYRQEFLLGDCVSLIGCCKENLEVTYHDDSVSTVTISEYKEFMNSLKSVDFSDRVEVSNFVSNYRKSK
# SUMO Mot1 rescue – blocks SUMOylation pathway, rescuing yeast Mot1-301 growth | 320,000 tested, 1% active | AID 2716 | S. cerevisiae Mot1-301 growth rescue, ATP luminescence, 38.5C; percent above DMSO median, 100 means doubled | growth rescue, % at 18.8 µM;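 active = every valid replicate shows activation above 250% relative to neutral control wells; inactive = the rest, any valid replicate at or below 250%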;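 note: OY570 slx delta 5 strain wells were the positive control but not used for scaling; some compounds called inactive have numbers as strong as hits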
# NSD2 inh – inhibitors of human histone methyltransferase NSD2 | O96028 | NSD2 peptide methylation, AlphaScreen, 120 min | inhibition, % at 12.5 µM | 310,000 tested, 0.54% active; in the data active = inhibition above about 50%
# Keap1-Nrf2 PPI – inhibitors of human Keap1-Nrf2 protein-protein interaction; Q14145; Keap1 Kelch-Nrf2 peptide fluorescence polarization, 1536-well; inhibition, % at 9.4 µM; 340,000 tested, 0.15% active; in the data active = inhibition above about 12%;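 note: human Keap1 Kelch domain with fluorescein labeled Nrf2 9mer peptide probe; 0% = neutral control wells and 100% = peptide positive control; higher means more block of Keap1 binding to Nrf2 peptide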
# Target sequence (Q14145 whole entry, looked up, the tested form may be a part): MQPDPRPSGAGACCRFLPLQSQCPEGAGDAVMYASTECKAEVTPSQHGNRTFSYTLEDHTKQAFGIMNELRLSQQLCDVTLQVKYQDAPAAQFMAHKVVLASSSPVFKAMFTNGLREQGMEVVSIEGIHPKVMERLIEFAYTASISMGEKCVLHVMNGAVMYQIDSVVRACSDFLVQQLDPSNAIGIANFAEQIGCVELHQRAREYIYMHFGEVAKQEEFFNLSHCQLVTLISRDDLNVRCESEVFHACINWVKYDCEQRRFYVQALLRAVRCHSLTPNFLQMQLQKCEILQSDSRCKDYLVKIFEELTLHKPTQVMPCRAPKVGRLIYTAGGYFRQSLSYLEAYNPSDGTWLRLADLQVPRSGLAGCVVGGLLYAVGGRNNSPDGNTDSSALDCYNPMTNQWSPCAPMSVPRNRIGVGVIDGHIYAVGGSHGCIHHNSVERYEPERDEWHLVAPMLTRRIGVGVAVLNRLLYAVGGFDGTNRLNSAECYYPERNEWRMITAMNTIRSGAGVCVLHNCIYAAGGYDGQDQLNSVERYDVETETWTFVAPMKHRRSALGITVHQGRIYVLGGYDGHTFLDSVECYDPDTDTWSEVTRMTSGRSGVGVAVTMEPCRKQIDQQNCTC
# dFosB activator – enhances mouse delta FosB homodimer DNA binding; P13346; 340,000 tested, 0.99% active; purified delta FosB, TAMRA-CDK5 oligo fluorescence polarization; percent of positive-control signal above neutral wells; activation, % at 25 µM;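 active = mean activation above about 17%, with every replicate also reaching it, limit read from the data, passing the limit was not always enough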;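 note: fluorescence polarization rise as delta FosB binds a TAMRA Cdk5 AP-1 oligo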
# PfHsp90 yeast 2 – reduces growth (ATP signal) of yeast expressing P. falciparum Hsp90 | S. cerevisiae expressing PfHsp90, BacTiter-Glo ATP, 48 h; yeast lacking PDR1 and PDR3 efflux regulators | inhibition, % at 9.4 µM | 310,000 tested, 0.32% active;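 active = every replicate shows inhibition above about 80%, whatever the replicate mean, limit read from the data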;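 note: 0% = DMSO neutral controls and 100% = 20 µM radicicol positive controls; yeast relying on Plasmodium falciparum Hsp90 in place of its own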
# PvdQ inh – blocks Pseudomonas aeruginosa PvdQ acylase activity; purified PvdQ acylase, fluorescence plate reader; inhibition, % at 10 µM; 340,000 tested, 0.063% active; AID 488965; in the data active = inhibition above about 30%, passing the limit was not always enough;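 note: 0% = vehicle neutral wells and 100% = reference inhibitor wells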
# CDK5 p35 inh – blocks human CDK5/p35 kinase activity | inhibition, % at 10 µM | AID 488839 | 330,000 tested, 0.01% active | Recombinant CDK5/p35, ADP-Glo luminescence, 60 min | Q00535+Q15078;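 active = highest replicate inhibition of at least 50% and at least 75% of replicates reaching 50%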;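 note: plate controls were DMSO neutral control for no effect and GW8510 at 10 µM for full effect; many of its hits are not listed in these tables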
# LANA DNA inh – inhibitors of KSHV LANA C-terminal domain DNA binding; MBP-C-LANA/FAM-LBS DNA binding, fluorescence polarization; inhibition, % at 9 µM; 340,000 tested, 0.078% active;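 active = highest replicate inhibition at or above 60% at 9 µM, even if other replicates fall short; inactive = all replicates below 60% inhibition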;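 note: 0% = neutral control wells and 100% = 4 µM acridine orange control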
# RTF Ca sens inh – cardiac RTF calcium desensitization. P19429+P45379. IANBD-labeled cardiac RTF, Ca2+ fluorescence. inhibition, % at 7.15 µM. 340,000 tested, 0.12% active. AID 493244;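 active = inhibition above the mean inhibition of all tested compounds plus 3 SD, cut at about 17% in these data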;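 note: assay run at fixed EC70 calcium of 1.6 mM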
# Starred values were filed as active, the others as inactive; nt = no result given.
SMILES,cardiac RTF act,Rtt109 HAT inh,SUMO Mot1 rescue,NSD2 inh,Keap1-Nrf2 PPI,dFosB activator,PfHsp90 yeast 2,PvdQ inh,CDK5 p35 inh,LANA DNA inh,RTF Ca sens inh
Cc1ccc(C)c(N2CCN(C(=O)c3nn(C)c4c3CS(=O)(=O)c3ccccc3-4)CC2)c1,-4,-9,44,-2,-4,-1,15,-15,-1.5,0.7,-2
Nc1nc2ccc(Cc3ccncc3)cc2s1,-1,-4,25,nt,2,6,-25,-9,0.3,0.0,-1
CN(C)/C=N/c1ncn(-c2ncc(C(F)(F)F)cc2Cl)n1,-4,-4,1,-3,-1,1,11,-6,0.1,0.0,1
O=C(CCc1ccccc1)Nc1cccnc1Cl,0,-2,-4,-2,-6,1,0,-25,0.1,0.2,-12
CCS(=O)c1ccccc1C(=O)OCC(=O)Nc1cccc(S(=O)(=O)N2CCCCC2)c1 (configuration not stated),2,-5,-12,nt,-6,-17,-29,-12,-1.8,-0.6,-8
O=C(CNC(=S)N(Cc1ccccc1)Cc1ccccc1F)NCCc1ccccc1,-1,6,115,nt,1,-1,nt,-11,-3.6,-1.4,-1
CCOC(=O)c1c(C)[nH]c(-c2csc(C)n2)c1C,3,-4,3,10,-2,-9,-8,-14,0.5,-2.3,-2
Cc1cc(N/N=C/c2ccccc2)nc(N)n1,-5,0,82,4,0,-15,-18,9,0.2,-11,3
CN1CCc2c(sc3nc(NN)n(Cc4ccccc4)c(=O)c23)C1,-4,-8,-18,7,-2,-8,-14,-2,2.4,-0.3,-5
CCc1ccc2c(c1)C(c1ccc(N3CCOCC3)cc1)=NNC(c1ccncc1)=N2,2,9,-13,4,-5,-8,-17,-2,-0.5,-1.7,-5
O=C(Cc1ccccc1)Nc1nnc(-c2ccco2)s1,-1,-1,3,20,-2,3,12,0,-0.3,0.6,3
COc1ccc(NC(=S)NCC2CCN(c3ccc(OC)cc3)C2)cc1 (configuration not stated),1,-4,1,9,-2,1,4,-1,0.6,0.8,-9
COc1ccc(S(=O)(=O)N2CCOCC2)cc1NC(=O)c1ccccc1-c1ccc(C(F)(F)F)cc1,6,0,-7,0,-3,10,12,-6,-2.1,-0.8,-7
CCC(NC(=O)c1ccccc1NC(=O)c1ccccc1)C(=O)O (configuration not stated),-2,nt,0,0,1,-1,17,-17,-0.5,-0.2,-7
CC(C)(C)c1cc(NS(=O)(=O)c2ccc3c(c2)OCCO3)on1,-1,6,1,0,-3,1,-6,7,1.6,-1.0,0
CCn1ccc(C(=O)NC2=C(C#N)CCC2)n1,-2,4,nt,0,-1,-11,18,4,0.4,1.2,-13
NC(=O)c1ccc(NC(=O)COC(=O)CCCOc2ccccc2)cc1,2,nt,nt,0,nt,4,-18,-15,0.3,nt,-24
O=C(OCc1cc(=O)n2c(n1)sc1ccccc12)c1cccc(O)c1,0,11,0,4,0,-5,-2,11,1.6,1.3,12
COc1ccccc1NC(=O)Cn1c(=O)oc2ccccc21,0,-3,-23,1,-5,-5,8,13,-0.6,-0.2,3
Cc1ccc(N=Nc2ccc(N)cc2C)c(S(N)(=O)=O)c1,-4,-4,-9,14,-3,-3,-18,-6,0.6,1.0,-2

# An excerpt of these results, with two lines to a compound.
# Results follow in this order: cardiac RTF act, Rtt109 HAT inh, SUMO Mot1 rescue, NSD2 inh, Keap1-Nrf2 PPI, dFosB activator, PfHsp90 yeast 2, PvdQ inh, CDK5 p35 inh, LANA DNA inh, RTF Ca sens inh
- CN(C)/C=N/c1ncn(-c2ncc(C(F)(F)F)cc2Cl)n1
    -4, -4, 1, -3, -1, 1, 11, -6, 0.1, 0.0, 1
- O=C(CCc1ccccc1)Nc1cccnc1Cl
    0, -2, -4, -2, -6, 1, 0, -25, 0.1, 0.2, -12
- CCS(=O)c1ccccc1C(=O)OCC(=O)Nc1cccc(S(=O)(=O)N2CCCCC2)c1 (configuration not stated)
    2, -5, -12, nt, -6, -17, -29, -12, -1.8, -0.6, -8
- O=C(CNC(=S)N(Cc1ccccc1)Cc1ccccc1F)NCCc1ccccc1
    -1, 6, 115, nt, 1, -1, nt, -11, -3.6, -1.4, -1
- CCOC(=O)c1c(C)[nH]c(-c2csc(C)n2)c1C
    3, -4, 3, 10, -2, -9, -8, -14, 0.5, -2.3, -2
- Cc1cc(N/N=C/c2ccccc2)nc(N)n1
    -5, 0, 82, 4, 0, -15, -18, 9, 0.2, -11, 3
- CN1CCc2c(sc3nc(NN)n(Cc4ccccc4)c(=O)c23)C1
    -4, -8, -18, 7, -2, -8, -14, -2, 2.4, -0.3, -5
- CCc1ccc2c(c1)C(c1ccc(N3CCOCC3)cc1)=NNC(c1ccncc1)=N2
    2, 9, -13, 4, -5, -8, -17, -2, -0.5, -1.7, -5
- O=C(Cc1ccccc1)Nc1nnc(-c2ccco2)s1
    -1, -1, 3, 20, -2, 3, 12, 0, -0.3, 0.6, 3
- COc1ccc(NC(=S)NCC2CCN(c3ccc(OC)cc3)C2)cc1 (configuration not stated)
    1, -4, 1, 9, -2, 1, 4, -1, 0.6, 0.8, -9
- COc1ccc(S(=O)(=O)N2CCOCC2)cc1NC(=O)c1ccccc1-c1ccc(C(F)(F)F)cc1
    6, 0, -7, 0, -3, 10, 12, -6, -2.1, -0.8, -7
- CCC(NC(=O)c1ccccc1NC(=O)c1ccccc1)C(=O)O (configuration not stated)
    -2, nt, 0, 0, 1, -1, 17, -17, -0.5, -0.2, -7
- CC(C)(C)c1cc(NS(=O)(=O)c2ccc3c(c2)OCCO3)on1
    -1, 6, 1, 0, -3, 1, -6, 7, 1.6, -1.0, 0
- CCn1ccc(C(=O)NC2=C(C#N)CCC2)n1
    -2, 4, nt, 0, -1, -11, 18, 4, 0.4, 1.2, -13

# (cont.)
SMILES,cardiac RTF act,Rtt109 HAT inh,SUMO Mot1 rescue,NSD2 inh,Keap1-Nrf2 PPI,dFosB activator,PfHsp90 yeast 2,PvdQ inh,CDK5 p35 inh,LANA DNA inh,RTF Ca sens inh
CCCSc1cc(N)cc([N+](=O)[O-])c1,1,14,0,1,1,-2,-8,1,0.7,-0.3,-10
Cc1ccc(-c2csc(NC(=O)C3=COCCO3)n2)cc1,-2,-2,-5,0,5,-5,25,6,0.1,-1.3,-19
CCOC(=O)c1c(NC(=O)C2CCCO2)sc(C(N)=O)c1C (configuration not stated),0,-2,0,0,-4,-3,12,14,-0.3,3.3,0
CC(=NCCc1ccccc1)C1=C(O)CCC1=O,4,0,-2,0,-2,2,nt,5,4.3,0.0,4
COc1cc(NC(=O)CN2C(=O)NC(c3ccccc3)(c3ccccc3)C2=O)c(C)cc1[N+](=O)[O-],0,8,1,2,0,6,-11,-1,-0.3,1.4,-1
COc1ccc(NS(=O)(=O)c2ccc(C)c(NC(=O)NC3CCCCC3)c2)cc1,5,6,-6,0,-1,-6,-26,5,-1.0,2.5,-3
CC(C)CCc1c(O)nc(SCC(=O)N2CCCCCC2)[nH]c1=O,7,-72,5,-2,-1,0,3,-11,2.1,1.0,-7
CC1=CC(C)(C)N2C(=O)C3(NCCc4c3[nH]c3ccccc43)c3cccc1c32 (configuration not stated),3,0,11,2,4,-16,nt,-11,1.4,-1.6,-2
CC(=O)Nc1cccc(C(=O)NC2CCCc3c2cnn3-c2cc(C)cc(C)c2)c1 (configuration not stated),8,14,-7,-2,0,-13,-2,-3,-0.1,-1.0,-11
Cc1[nH]c2ccccc2c1C1C(c2ccccc2)=NN=C(C(C)C)N1O (configuration not stated),-6,13,109,-2,-5,-2,nt,3,-2.2,0.1,1
CC1(C)Cc2c(C#N)c(SCc3ccccc3)nc(N3CCOCC3)c2CO1,5,-4,-10,-2,5,0,11,11,0.5,0.5,-9
COc1ccccc1CN1CC(C(=O)NCCN2CCNC2=O)CCC1=O (configuration not stated),-3,-1,193,-3,0,-4,3,4,0.1,15,-5
O=C(O)c1cccc(S(=O)(=O)N2CCc3ccccc3C2)c1,12,3,6,-1,-2,3,5,-6,-4.4,1.1,-8
CCOC(=O)c1c(N)sc(C(=O)OCCOC)c1C,9,2,-20,2,-6,-11,-25,-20,-4.0,-0.8,-5
COc1ccc2c(CCNC(=O)CN3C(=O)c4ccccc4C3=O)c[nH]c2c1,5,-1,-9,-2,-3,-10,-7,-11,-1.9,1.1,-2
CC(C)N(C)Cc1nnnn1CC(=O)N(C)Cc1cccc(Cl)c1,0,3,243,-2,-7,-10,-24,-11,-0.7,0.0,-8
CC(=O)c1cccc(NC(=O)N2C3CCC2CC(O)(c2cccnc2)C3)c1 (configuration not stated),10,-7,-17,-4,-5,-3,3,-14,-3.5,1.3,-4
COc1ccc(NC(=S)NC(=O)c2csnn2)cc1,3,-2,7,11,-3,-11,-11,-12,1.4,-1.7,-8
CCCc1cc(Nc2c(C)n(C)n(-c3ccccc3)c2=O)n2c(nc3ccccc32)c1C#N,3,1,-10,-1,-5,-1,-7,-19,-2.3,2.1,-8
O=C(COC(=O)c1cccc(S(=O)(=O)N2CCOCC2)c1)NCc1ccc2c(c1)OCO2,-3,5,-19,-1,-5,-1,nt,-14,-0.1,0.5,1
COc1ccc(NC(=O)N(Cc2ccc(C)cc2)Cc2cccnc2)c(OC)c1,-2,-10,nt,nt,0,-12,30,-18,0.0,-0.4,-7
Cc1sc2nc(CC(N)=O)[nH]c(=O)c2c1-c1ccccc1,3,-2,10,19,0,4,19,-3,-0.3,0.1,-1
c1ccc([C@H]2CN3C(=N2)Sc2ccccc23)cc1,4,5,-5,nt,-6,1,11,-3,0.3,-1.0,-16
COc1ccc(OC)c(C2=NOC(C(=O)NCc3ccco3)C2)c1 (configuration not stated),-1,1,6,-5,-4,-1,21,-7,0.3,-0.7,1
Nc1nc(OCC(F)(F)F)cc(Oc2ccccc2F)n1,5,-5,-8,-2,0,-10,-32,-10,-1.1,1.3,-5
CCOc1ccccc1CN1CCN(S(C)(=O)=O)CC1,-2,nt,-8,2,-2,-3,-36,-8,0.8,-0.2,-3
O=C(Nc1ncccn1)c1cc([N+](=O)[O-])cc([N+](=O)[O-])c1,-3,-4,9,-2,-1,8,-7,-2,0.0,-0.1,-1
Cc1ccc(S(=O)(=O)N/N=C\c2cn(-c3ccccc3)nc2-c2ccccc2)cc1,3,36,34,0,0,-4,-20,2,0.3,-1.8,11
CCN(CC)C(c1ccc(C)cc1)c1nnnn1C1CCCCC1 (configuration not stated),-4,1,37,-2,2,-6,nt,-7,1.1,2.3,-4
Cc1cc(C(=O)N/N=C2\CC(=O)CC(C)(C)C2)n[nH]1,7,-2,12,0,-7,0,-18,2,1.1,2.4,-2
O=C(CCN1CCC(c2ccccc2)C1)c1cccs1 (configuration not stated),1,1,36,8,-2,6,nt,1,0.3,-1.1,-9
CN(C)S(=O)(=O)c1cccc(NC(=O)c2ccc(COc3ccccc3)cc2)c1,7,nt,27,-9,-5,-13,-49,-16,-0.5,1.6,-6
Cc1ccc(Cl)cc1N(C)C(=O)Cn1ncc2c([nH]c3ccccc32)c1=O,-5,-5,-1,2,0,-10,14,4,-1.6,0.0,4
